Screening results from PubChem.
SSB-PriA inh = blocks PriA binding to SSB C-terminal tail | 0.6% of 430,000 active | AlphaScreen SSBct-PriA binding, biotinylated peptide | inhibition, % at 33 µM; in the data active means inhibition mostly above about 37%, no sharp cut-off; inactive means mostly below about 20%;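 further: plate controls were negative control peptide for no effect and reference peptide for full effect; strong numbers were not always called active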
* hit, by the source's call; & = joins results of further samples. These rows are one share of the data, so the mix of outcomes need not match the whole.

mol	SSB-PriA inh
COc1ccc(Cl)cc1C(=O)N1CCCC(c2nnc(-c3ccc4c(c3)OCO4)o2)C1 (stereo not drawn)	-1.0
O=C(NCCc1ccco1)C(=O)NCC1OCCCN1S(=O)(=O)c1cccs1 (stereo not drawn)	-7.0
O=C(NN=Cc1ccco1)c1cc(Br)ccc1OCc1ccccc1	13.1
Cc1nc(C)c(C(=O)N2CCN(c3ccc(-c4ccc(Cl)cc4)nn3)CC2)s1	-14.0
COC(=O)c1ccc(C(=O)N2CCC(Oc3ncccc3C#N)CC2)cc1	-4.0
CCOc1cc(C(=O)NCc2cnn3ccccc23)cc(OCC)c1OCC	-1.0
Cc1ccc2nc(NC(=O)CSc3ccc(-c4sc(C)nc4C)nn3)sc2c1	-18.0
CCCC(O)c1nc2ccccc2n1CCOc1ccccc1Cl (stereo not drawn)	-24.0
CCCCC(=O)NCCn1ncc2c(=O)n(Cc3ccc(Cl)cc3)cnc21	-31.0
C=CCN1C(=O)C(Cc2ccc(F)cc2)SC1=NN=Cc1cccs1 (stereo not drawn)	-9.3
COc1ccc(NC(=O)c2ccc(=O)n(CC(=O)Nc3cc(C(F)(F)F)ccc3Cl)n2)cc1	-10.0
O=C(NCC[C@H](O)C1CC1)NCc1ccc(F)cc1	-16.0
CSc1cccc(NC(=O)c2cc(OCc3ccccc3)no2)c1	-27.0
COc1ccc(SCCCC(=O)Nc2cccc(C)c2C)cc1	-9.0
Cc1ccccc1C(=O)Nc1ccccc1C(=O)NCCCn1ccnc1	41.9
C=CCn1c(SCC(=O)Nc2ccc3c(c2)OCCO3)nc2sc(C)c(C)c2c1=O	3.0
Cc1ccc(S(=O)(=O)C(N=C=S)=C(Cl)Cl)cc1	4.0
O=C(Nc1ccc2c(c1)CN(C(=O)C1CC1)CC2)c1cc2ccccc2oc1=O	-3.0
O=C(Cc1ccccc1Cl)Nc1cc(N2CCCC2)ncn1	-2.0
CCN(CC)c1ccc2cc(C(N)=O)c(=NNC(=O)c3ccncc3)oc2c1	-14.6
CCN1CCN(Cc2c(NC(=O)c3ccccc3F)sc(C)c2C)CC1	-13.0
CCOC(=O)C1(C)C(=NNc2ccc(Cl)cc2)C(=O)C(=O)N1c1ccccc1 (stereo not drawn)	1.5
ON=Cc1cc(Br)ccc1OCc1cccc(F)c1	5.6
CCCc1cc(Nc2ccc(NC(C)=O)cc2)n2ncc(-c3ccccc3)c2n1	14.0
CNC(=S)NN=C(C)c1cccc([N+](=O)[O-])c1	-8.5
O=C(Nc1ccc2c(c1)N(C(=O)c1ccco1)CCC2)c1c(F)cccc1Cl	-5.0&11.0
CCN(CC)CCN(C(=O)c1ccc(S(=O)(=O)N(C)C[C@H]2CCCO2)cc1)c1nc2c(Cl)cccc2s1	-12.0
Cc1ccc(C(=O)CSc2ncnc3scc(-c4ccc(Cl)cc4)c23)cc1C	-17.0
NC(=NOC(=O)CCCc1ccccc1)c1ccccc1	-84.9
COc1ccc(NC(=O)c2cc(=O)c(OC)co2)cc1Cl	-10.0
COc1cc(C=NNC(=O)c2cc(C)oc2C)cc(OC)c1OC	-8.5
COc1cccc(-c2nc([C@H]3CC(=O)N(Cc4ccccc4)C3)no2)c1	-1.0
COc1ccc(C(=O)NCCN2CCN(c3ccccc3OC)CC2)cc1	-12.0
COc1ccc(-c2nnc3ccc(OCCNC(=O)C(F)(F)F)nn23)cc1OC	-2.0
COc1ccc(N2CCN(CCNS(=O)(=O)c3ccc(NC(C)=O)cc3)CC2)cc1	-7.0
COc1ccc(NC(C)=O)cc1NC(=O)CC1CCCCN1S(=O)(=O)c1ccccc1 (stereo not drawn)	22.0
COc1ccc(NC(=O)c2ccc(CNS(=O)(=O)c3cccc(Cl)c3)cc2)cc1	2.0
CCOc1ccc(CC(=O)N(CCc2cccs2)c2nc3c(SC)cccc3s2)cc1	-3.0
O=S(=O)(NCCN1CCC(c2cccs2)CC1)C1CC1	4.0
CO[C@@H](CNC(=O)Nc1ccc2c(c1)OCO2)c1ccc(Cl)s1	21.0
COc1cccc(CC(=O)OC2CN(c3nc4c(Cl)cccc4s3)C2)c1	-10.0
COC(=O)c1ccc(C)c(-n2c(N)c(C(=O)N3CCCCC3)sc2=S)c1	19.0
Cc1ccccc1-c1noc(CSc2nc3ccsc3c(=O)n2CCC(C)C)n1	-20.0
C=CCNC(=S)NN=Cc1ccccc1OCCOc1ccccc1	-1.0
Cn1c(-c2ccccc2)cnc1SCC(=O)N1CCN(c2ccccc2)CC1	-19.0
Cc1cccc(Oc2cc(N3CCC(C(=O)NCc4cccc(Br)c4)CC3)ncn2)c1C	-13.0
O=C(CS(=O)(=O)c1ccc(Cl)s1)N1CCN(c2ccccc2F)CC1	-9.0
O=c1[nH]c(C(=NO)c2ccccc2)no1	1.3
O=C(CC1CSc2nc3c(c(=O)n21)CCCC3)N1CCN(c2ccccc2F)CC1 (stereo not drawn)	-1.0
Cc1csc(C(=O)Nc2ccc(-c3csc(Nc4cccnc4)n3)cc2)c1	12.0
CCOC(=O)C(C)Sc1nnc(CNC(=O)C23CC4CC(CC(C4)C2)C3)n1-c1cccc(Cl)c1 (stereo not drawn)	-3.0
O=C(c1cccc(C(F)(F)F)c1)N(CC(F)(F)F)C1CCOCC1	-7.0
CCN(CC)c1ccc(C=NNC(=O)Cc2cccs2)cc1	13.3
O=C(Nc1cnc(N2CCCC2)nc1)Nc1ccc(F)cc1F	-7.0
Cn1nc(C(=O)N2CCN(c3cc(C(F)(F)F)ncn3)CC2)ccc1=O	-41.0
O=C(NCc1n[nH]c(=O)c2ccccc12)C1(c2ccc(Cl)cc2)CCCC1	12.0
N#C/C(=C\c1ccc2noc(-c3ccccc3)c2c1)C(=O)Nc1sc2c(c1C(N)=O)CCCC2	1.0
CCN(CC)CCOC(=O)c1ccc(NC(=O)c2ccc(Cl)cc2)cc1	0.0&24.0
Cc1ccc(Cl)c2sc(N(Cc3ccccn3)C(=O)c3ccccc3Oc3ccccc3)nc12	3.0
CCCCS(=O)(=O)NCCNc1cc(-n2cccn2)ncn1	-10.0

Some values from the results shown.
COc1ccc(N2CCN(CCNS(=O)(=O)c3ccc(NC(C)=O)cc3)CC2)cc1 in SSB-PriA inh has -7.0
Cn1c(-c2ccccc2)cnc1SCC(=O)N1CCN(c2ccccc2)CC1 in SSB-PriA inh has -19.0
COc1cccc(CC(=O)OC2CN(c3nc4c(Cl)cccc4s3)C2)c1 in SSB-PriA inh has -10.0
CCN(CC)c1ccc(C=NNC(=O)Cc2cccs2)cc1 in SSB-PriA inh has 13.3
O=C(NCc1n[nH]c(=O)c2ccccc12)C1(c2ccc(Cl)cc2)CCCC1 in SSB-PriA inh has 12.0
O=c1[nH]c(C(=NO)c2ccccc2)no1 in SSB-PriA inh has 1.3

Following part:
| canonical_smiles | SSB-PriA inh |
| --- | --- |
| COC(=O)c1ccc(S(=O)(=O)N2CCCSC[C@@H]2CN2CCCC2)cc1 | -16.0 |
| Nn1cnc2c(cnn2-c2cccc(Cl)c2)c1=O | -24.0 |
| COC(=O)c1nn(-c2ccccc2)c(Sc2ccc(Cl)cc2)c1C=NO | -9.5 |
| COc1ccc(C(=O)NCCn2cc(SCc3ccc(C(F)(F)F)cc3)c3ccccc32)cc1OC | 0.0 |
| CN(C)c1cccc(C(=O)NC[C@H]2CCCN2c2nccs2)c1 | 9.0 |
| O=C(CSc1ccc(NC(=O)c2cccs2)nn1)Nc1ccccc1C(F)(F)F | -9.0 |
| Cc1ccc(NC(=O)C2CCCCC2C(=O)O)c(C)c1 (stereo not drawn) | -4.0&2.0 |
| O=C(NCC1CCN(c2cnccn2)CC1)c1ccccc1C(F)(F)F | -12.0 |
| O=C(CCc1ccccc1)N(Cc1ccco1)c1nc2ccc(Br)cc2s1 | -10.0 |
| CCOC(=O)c1sc(NC(=O)c2ccnn2C)nc1-c1ccccc1 | -18.0&6.0 |
| COc1ccc(-c2cn3c(C(=O)N4CCN(c5ccc(F)c(Cl)c5)CC4)csc3n2)cc1 | -5.0 |
| COc1ccccc1C(=O)Nc1ccc2c(c1)N(S(=O)(=O)c1ccc(C)cc1)CCC2 | -20.0 |
| Cn1cccc1C(O)CNC(=O)c1cnc2ccccc2n1 (stereo not drawn) | -20.0 |
| NC(CCCN1CCCCC1)=NO | 11.4 |
| Cc1onc(-c2ccccc2Cl)c1C(=O)N1CCCSC[C@@H]1CN1CCOCC1 | -8.0 |
| NC(=O)C1CCN(CC(=O)Nc2cccc(F)c2)CC1 | -10.0 |
| O=C(NCCc1ccoc1)NCc1cccs1 | -1.0 |
| C#CCn1c(=NS(=O)(=O)c2ccc(C)cc2)sc2c(C)cc(C)cc21 | 4.0 |
| CC(C)Oc1ccc(C(O)=C2C(=O)C(=O)N(CCN3CCNCC3)C2c2ccc([N+](=O)[O-])cc2)cc1 (stereo not drawn) | 16.0 |
| NC(=O)Cn1c(CO)cnc1SCC(=O)NCc1ccc(F)cc1 | -7.0 |
| CC(C)(C)c1csc(NC(=O)COc2ccc(Cl)cc2Cl)n1 | -7.0 |
| CCOc1ccc(N2CC(NC(=O)c3cccc(Br)c3)CC2=O)cc1 (stereo not drawn) | -8.0 |
| CC(=NNc1ccc(Cl)c(C(=O)O)c1)c1ccc(Br)s1 | 5.6 |
| O=S(=O)(Nc1cccc(-c2ccc(N3CCCC3)nn2)c1)c1cccnc1 | -5.0 |
| COc1cccc(S(=O)(=O)NCc2ccc(C(=O)N3CCCC3)cc2)c1 | -10.0 |
| CCc1ccc(-n2c(SCC(=O)Nc3ccc(Br)cc3)nc3c(-c4ccccc4)cn(C)c3c2=O)cc1 | -18.0 |
| CCOc1cccc2cc(-c3csc(NC(=O)c4ccc(S(=O)(=O)N5CCCc6ccccc65)cc4)n3)oc12 | -9.0&-1.0 |
| CCCCc1ccc(NC(=O)c2cnc3sccn3c2=O)cc1 | -9.0 |
| CC(=O)c1cccc(NC(=O)CSc2nnc3ccccn23)c1 | -22.0 |
| CCCc1cc(NCCc2ccc(OC)c(OC)c2)n2nc3nc(C)cc(C)c3c2n1 | -23.0&-15.0 |
| O=C(Nc1nnc(-c2ccc3c(c2)OCO3)o1)c1ccc(F)cc1 | -36.0 |
| Cc1cc(N2CCCC2)nc(Nc2ccc(NS(=O)(=O)c3ccc(Cl)cc3)cc2)n1 | -9.0 |
| NC(=NOC(=O)Cc1cccs1)c1ccc([N+](=O)[O-])cc1 | 24.2 |
| CCc1nc(N2CCN(C)CC2)c2c3c(sc2n1)CCC3 | 3.0 |
| CCCS(=O)(=O)Nc1ccc2c(c1)CN(C(=O)c1ccco1)CC2 | 12.0 |
| Cc1ccc(C)c(NC(=O)CCC(=O)NN=C2CC(=O)CC(C)(C)C2)c1 | -16.9 |
| Cn1c(=O)c2c(nc3n2CCN3c2cccc(OCc3c(F)cccc3Cl)c2)n(C)c1=O | -14.0 |
| NCCc1nc2ccccc2[nH]1 | -12.0 |
| CCn1c(=NC(=O)c2ccn(C)n2)sc2c(C)cc(C)cc21 | -6.0 |
| O=C1CC(c2noc(-c3ccccc3F)n2)CN1Cc1ccccc1 (stereo not drawn) | -11.0 |

Taken from the entries so far (4 entries):
| canonical_smiles | SSB-PriA inh |
| --- | --- |
| Cn1c(=O)c2c(nc3n2CCN3c2cccc(OCc3c(F)cccc3Cl)c2)n(C)c1=O | -14.0 |
| NCCc1nc2ccccc2[nH]1 | -12.0 |
| CCn1c(=NC(=O)c2ccn(C)n2)sc2c(C)cc(C)cc21 | -6.0 |
| O=C1CC(c2noc(-c3ccccc3F)n2)CN1Cc1ccccc1 (stereo not drawn) | -11.0 |

Continuation.
| canonical_smiles | SSB-PriA inh |
| --- | --- |
| O=C(Cn1nnc2ccccc21)Nc1cc(N2CCOCC2)ncn1 | -6.0 |
| Cc1ccc(C(=O)N2CCN(c3cc(N4CCOCC4)cnn3)CC2)cc1C | -7.0 |
| O=C(CSc1ccncc1)N1CCSC(c2ccccc2)CC1 (stereo not drawn) | -2.0 |
| CCOC(=O)c1ccc(NC(=O)C(CC(C)C)N2C(=O)C3C4C=CC(C4)C3C2=O)cc1 (stereo not drawn) | -33.0&5.0 |
| O=C(CSc1nnc2ccccn12)Nc1ccc(Cl)cc1 | -7.0 |
| CC(Oc1cccc(F)c1)C(=O)NCCn1nc(-c2cccs2)ccc1=O (stereo not drawn) | -13.0 |
| Cc1nn(C[C@H](O)COc2ccc3ccccc3c2Cl)c(C)c1Br | -3.0 |
| CCCc1nnc(SCC(=O)O)n1N=Cc1ccc2c(c1)OCO2 | -5.7 |
| CCNc1cc(NCCNC(=O)Nc2ccc(OC)cc2OC)nc(C)n1 | -5.0 |
| CS(=O)(=O)N1CCCC[C@H]1C(=O)N(Cc1ccccc1)c1nc2c(F)cccc2s1 | -1.0 |
| Cn1cc(S(=O)(=O)N2CCCNCC2)cn1 | 6.0 |
| CS(=O)(=O)N1CCC[C@H](C(=O)Nc2nc(-c3ccc(Cc4ccccc4)cc3)cs2)C1 | -2.0 |
| O=C(N1CC[C@H](c2ccc3c(c2)OCO3)C1)C1(c2cccs2)CCCC1 | -10.0 |
| Cc1noc(C2CCCN2C(=O)CCc2c(C)noc2C)n1 (stereo not drawn) | -10.0 |
| CCOCC(=O)Nc1ccc(-c2ccc(S(C)(=O)=O)nn2)cc1 | 7.0 |
| Cc1oc(-c2ccc(Cl)cc2[N+](=O)[O-])cc1C(=O)Nc1nccs1 | 10.0 |
| O=C(CCn1ccc(=O)[nH]c1=O)N1CCC(Oc2ncccc2Cl)CC1 | -13.0 |
| Cc1nc(NN=Cc2cccc(F)c2)cc(N2CCOCC2)n1 | 2.9 |
| N#Cc1nc(COc2ccc(-c3ccccc3)cc2)oc1N1CCCC1 | 53.8* |
| CCCCc1ccc(N=NC(C(=O)Nc2ccccc2OC)=C(C)O)cc1 | -2.6 |
| COC(CNS(C)(=O)=O)c1ccccc1Cl (stereo not drawn) | -8.0 |
| CC(C)(C)c1cc(NCc2cccnc2)n2ncc(-c3ccccc3)c2n1 | 3.0 |
| COCC(=O)NN=Cc1ccc(OC/C=C/c2ccccc2)c(OC)c1 | -1.7 |
| CC(C)c1ccccc1OCCOC[C@@H](O)CN1CCN(C)CC1 | -23.0 |
| COc1ccc(C(O)=C2C(=O)C(=O)N(c3ncccn3)C2c2ccc(OC)cc2)cc1 (stereo not drawn) | -12.0 |

Fetched by compound from the entries so far, three records:
| canonical_smiles | SSB-PriA inh |
| --- | --- |
| COCC(=O)NN=Cc1ccc(OC/C=C/c2ccccc2)c(OC)c1 | -1.7 |
| COc1ccc(C(O)=C2C(=O)C(=O)N(c3ncccn3)C2c2ccc(OC)cc2)cc1 (stereo not drawn) | -12.0 |
| CC(C)c1ccccc1OCCOC[C@@H](O)CN1CCN(C)CC1 | -23.0 |
